FECH block: inhibitors of human ferrochelatase, primary screen, biochemical, purified FECH, Ni-mesoporphyrin absorbance | calls only at 10 µM (by protocol) | Ni-mesoporphyrin absorbance 550 nm | AID 1671448, 2021 | 3.3% of 20,000 active | Ferrochelatase, mitochondrial (Homo sapiens), P22830;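 active = enzyme reaction rate more than 3 SD below the solvent-only control wells on the same plate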;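 note: lower slope than DMSO wells means FECH inhibition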
Target sequence (P22830 whole entry, looked up): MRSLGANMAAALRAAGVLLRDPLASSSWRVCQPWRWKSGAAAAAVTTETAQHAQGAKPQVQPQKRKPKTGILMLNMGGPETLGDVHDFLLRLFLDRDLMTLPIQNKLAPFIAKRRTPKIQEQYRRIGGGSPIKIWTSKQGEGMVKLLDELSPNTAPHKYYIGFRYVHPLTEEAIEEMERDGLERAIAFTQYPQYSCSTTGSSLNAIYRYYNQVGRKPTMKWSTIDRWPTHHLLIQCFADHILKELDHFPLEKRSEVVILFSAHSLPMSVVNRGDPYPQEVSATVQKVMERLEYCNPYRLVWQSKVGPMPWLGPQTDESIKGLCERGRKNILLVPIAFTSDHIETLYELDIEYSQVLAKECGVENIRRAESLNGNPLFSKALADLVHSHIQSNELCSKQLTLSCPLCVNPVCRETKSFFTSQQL
Calls only; i = inactive; + = active, no number. Some of the compounds tested; the hit share may differ from the screen's.

SMILES	FECH block
Cc1cccnc1C(NC(=O)c1cccc(C#CC(C)(C)O)c1)C1CC1 (stereo unspecified)	i
COc1ccc(OCC(=O)Nc2cccc(OCc3cc(=O)n4ccc(C)cc4n3)c2)cc1	i
CN(C)Cc1csc(-c2nccn2CCc2cccnc2)c1	i
COc1cccc(-c2cc(N3CCN(C(=O)Nc4cc(C)cc(C)c4)CC3)ncn2)c1	i
Cc1nnsc1CN(C)c1nc(CCN)nc2ccccc12	i
CCOc1ccc(C(=O)NC2CC(=O)N(c3ccc(F)cc3)C2)cc1OCC (stereo unspecified)	i
CC(C)Oc1cc(N2CCCN(C(=O)C3CCCO3)CC2)nc(N)n1 (stereo unspecified)	i
Cc1c(NCc2ccccn2)cccc1C(=O)NCCN1CCNC1=O	i
CCc1c(C)nc2ncnn2c1Sc1ccc(NC(=O)Nc2cc(F)ccc2F)cc1	i
O=C1CC(c2cccc3cnccc23)c2ccc(N3CCOC3=O)cc2N1 (stereo unspecified)	i
NC(=O)c1cc(S(=O)(=O)NCCc2ccc(S(N)(=O)=O)cc2)cs1	i
COc1ccc(NC(=O)CCc2c(C)n(C)c3cc(-c4ccccc4OC)nn3c2=O)c(OC)c1	i
Cc1ccc(CN2CCN(Cc3cnc(N4CCOCC4)nc3)CC2=O)cc1	i
CCC(=O)Nc1ccccc1-c1nnc(SC(C)C(=O)Nc2ccccc2CC)[nH]c1=O (stereo unspecified)	i
Cc1cccc(Cn2c(CNS(=O)(=O)c3cccs3)nc3cccnc32)c1	i
CCn1c(CC2CCN(C(=O)CCc3n[nH]c(C)c3C)CC2)nn(C)c1=O	i
CCc1cc(Sc2ccccc2NC(=O)Cc2ccc(C)cc2)n2ncnc2n1	i
CSc1ccc2cc(CN(C)Cc3cnccn3)c(=O)[nH]c2c1	i
COCCNC(=O)C1(C)Cn2c(cc3ccsc32)C(=O)N1Cc1ccccc1OC (stereo unspecified)	i
COc1ccc(CN(Cc2cccc(F)c2)C(=O)c2ccc(=O)[nH]c2)cc1	i

Next part:
SMILES	FECH block
CC(C)OC(=O)c1cc2ccsc2n1CC(=O)Nc1cccc(F)c1	i
CC(C)c1nc(CCOc2ccccc2)n(-c2ccccn2)n1	i
COc1ccc(Nc2nc(N3CCOCC3)nc3c2cnn3-c2ccccc2)cc1	i
Cc1cc(C)n(CCC2CC(=O)Nc3n[nH]c(-c4cccs4)c32)n1 (stereo unspecified)	i
CC(=O)Nc1c2n(c3ccccc13)CC(C)(C(=O)NC1CCCCC1)N(C1CCC(C)CC1)C2=O (stereo unspecified)	i
Cc1nc(CC(=O)NCC2OCCc3ccccc32)cs1 (stereo unspecified)	i
CC(C)NC(=O)CNC(C)COc1ccccc1 (stereo unspecified)	i
Cc1cc(=O)n(CC(=O)N2C[C@@H]3C4CCC(CC4)[C@@H]3C2)nc1C	i
CN1CC(=O)N(CC(=O)Nc2ccc(F)c(Cl)c2)c2ccccc2C1=O	+
Cc1nsc(NC(=O)N(C)Cc2cnc(-c3ccccc3)s2)n1	i
Cc1cc(C)c(S(=O)(=O)N2CCN(Cc3nc4cccnc4n3-c3ccc(F)cc3)CC2)cc1C	i
Cc1cccc(N2CCN(C(=O)c3nc4ccccc4n(C)c3=O)CC2)c1C	i
CCC(C(=O)Nc1ccc(Nc2nc(C)cc(Nc3ccc(OC)cc3)n2)cc1)c1ccccc1 (stereo unspecified)	i
Cc1ncsc1CCC(=O)NC(C)Cc1cnccn1 (stereo unspecified)	i
C1=CC[C@H]2CN(Cc3cnc(CC4CCCC4)[nH]3)C[C@H]2C1	i
Cn1ccnc1-c1nccn1CCn1cccn1	i
Cc1cccc2c(C(=O)N3CCCCC3c3cccnc3)cc(-c3cncnc3)nc12 (stereo unspecified)	i
Cc1ccc(C2=CC(c3ccc(Cl)cc3)n3nc(NC(=O)c4ccc(F)cc4)nc3N2)cc1 (stereo unspecified)	+
Cc1ccc(N2CCCS2(=O)=O)cc1NC(=O)COc1ccc(Cl)cc1	i
Cc1ccc(Cl)cc1NC(=O)CN1CCN(Cc2ccccc2F)S1(=O)=O	i

(cont.)
SMILES	FECH block
Cc1ccccc1CN1CCC(CNC(=O)Cn2cncn2)CC1	i
COC(=O)C(NC(=O)c1cc(=O)[nH]c2ccccc12)c1cccc(C)c1 (stereo unspecified)	i
C#CCN(C)C1CCN(C(C)=O)CC1	i
Cc1ccc(C2=CC(c3ccc(Cl)cc3)n3nc(NC(=O)c4cccc(C)c4)nc3N2)cc1 (stereo unspecified)	i
Cc1cc(N2CCCCC2)nc(N2CCN(S(=O)(=O)c3ccc(I)cc3)CC2)n1	i
CCOc1ccccc1C(=O)Nc1ccc(Cl)c(N2CCCS2(=O)=O)c1	i
Cc1cc2cc(C(=O)NCCCn3nccc3C3CC3)ccc2o1	i
CC(=O)c1cccc(-c2ccnc3[nH]ccc23)c1	+
COc1ccc(CN2CCCN(CC(=O)Nc3ccc(C)cc3C)S2(=O)=O)cc1	i
CC(=O)Nc1ccc(C)cc1S(=O)(=O)N1CCC(n2c(Cc3ccccc3)nc3cccnc32)CC1	i
c1ccc(CCCn2ccnc2-c2ccccn2)cc1	i
CC(C)[C@@H](C(N)=O)n1ccnc1-c1ccccc1C(=O)O	i
Cc1cc(C)cc(C(=O)NCCn2c(C(F)(F)F)nc3cccnc32)c1	i
Cc1nc2ncccn2c1C(=O)NCc1cnn(-c2cccc(F)c2)c1	i
Cc1nc(N2CCCCC2)ncc1C(=O)N1CCC2(CCN(C)C2)CC1	i
CCOc1ccc(Cn2c(CNS(=O)(=O)c3ccc(F)cc3)nc3cccnc32)cc1	i
Cc1cc(C)cc(Nc2nc(N3CCOCC3)nc3c2cnn3-c2ccccc2)c1	i
Cc1cccc(NS(=O)(=O)c2cc(N3C(=O)CCS3(=O)=O)ccc2C)c1	i
CC(C)c1nnc2sc(C3CCCO3)nn12 (stereo unspecified)	i
O=C(c1nc2c(s1)CCCC2)N1CCCCC1CCn1ccnc1 (stereo unspecified)	i

Filtered by structure: the compounds so far with two or more sulfur atoms
SMILES	FECH block
NC(=O)c1cc(S(=O)(=O)NCCc2ccc(S(N)(=O)=O)cc2)cs1	i
Cc1cccc(Cn2c(CNS(=O)(=O)c3cccs3)nc3cccnc32)c1	i
Cc1nsc(NC(=O)N(C)Cc2cnc(-c3ccccc3)s2)n1	i
Cc1cccc(NS(=O)(=O)c2cc(N3C(=O)CCS3(=O)=O)ccc2C)c1	i

Following part:
SMILES	FECH block
Cc1ccc(-c2cc(N3CCN(S(=O)(=O)c4cc(C)ccc4C)CC3)ncn2)cc1	i
Cc1cc(N2CCCC2)nc(N2CCN(S(=O)(=O)c3ccc(Cl)cc3)CC2)n1	i
Cc1ccc(F)cc1-c1cnc(N)cn1	i
COc1ccc(C(=O)N(Cc2nc3nc(C)cc(C)n3n2)c2cccc(Cl)c2)cc1OC	i
Cc1cc(C)n2nc(CN(C(=O)c3cccs3)c3ccccc3)nc2n1	i
CSCCNC(=O)c1ccc2cccc(Cl)c2n1	i
Cc1cc(N(C)C)nc(Nc2ccc(NC(=O)c3ccc(-c4ccccc4)cc3)cc2)n1	i
Cc1nc(C2CCCNC2)cc(N2CCC3(CC2)N=C(N(C)C)NC3=O)n1 (stereo unspecified)	i
CCc1c(C)nc2ncnn2c1Sc1ccccc1NC(=O)c1ccccc1C	i
Cc1sc2nc(CCN)nc(NCc3ccccc3-n3ccnc3)c2c1C	i
O=C(c1cc(-c2ccccc2O)n[nH]1)N1CCOC(c2ccc(Cl)cc2)C1 (stereo unspecified)	i
COCCNC(=O)C1CCCN(C2CCN(Cc3nc(C)c(C)s3)CC2)C1 (stereo unspecified)	i
CCCc1cc(N2CCn3nc(C(=O)N4CCOCC4)cc3C2)nc(C)n1	i
CCc1cc(Sc2ccc(NC(=O)Cc3cccs3)cc2)n2ncnc2n1	i
CCc1cc(N2CCN(c3ccc(F)cc3)CC2)n2ncnc2n1	i
CN(C)[C@@H]1C[C@@H](CO)N(Cc2c(Cl)nc3sccn23)C1	i
CC(=O)Nc1ccc(S(=O)(=O)NCCn2c(C(F)(F)F)nc3cccnc32)cc1	i
Cc1ccc(-n2ncc3c(-n4nc(C)cc4NC(=O)c4ccc(OC(C)C)cc4)ncnc32)c(C)c1	i
COc1cccc(-c2cc(=O)[nH]c(SCc3nc(-c4ccc(C)cc4)oc3C)n2)c1	i
O=C([C@@H]1C[C@@H]2C=C[C@H]1C2)N1CCOc2c(O)cc(-c3cccc(Cl)c3)cc2C1	i

Sorted by heavy-atom count (smallest number first): some entries from above
SMILES	FECH block
C#CCN(C)C1CCN(C(C)=O)CC1	i
CC(=O)c1cccc(-c2ccnc3[nH]ccc23)c1	+
COC(=O)C(NC(=O)c1cc(=O)[nH]c2ccccc12)c1cccc(C)c1 (stereo unspecified)	i
CCCc1cc(N2CCn3nc(C(=O)N4CCOCC4)cc3C2)nc(C)n1	i
Cc1cc(N2CCCCC2)nc(N2CCN(S(=O)(=O)c3ccc(I)cc3)CC2)n1	i
COc1cccc(-c2cc(=O)[nH]c(SCc3nc(-c4ccc(C)cc4)oc3C)n2)c1	i
Cc1cccc2c(C(=O)N3CCCCC3c3cccnc3)cc(-c3cncnc3)nc12 (stereo unspecified)	i

Next section.
compound,FECH block
Cc1cc(Sc2ccccc2NC(=O)Nc2ccccc2)n2ncnc2n1,i
NC(=O)c1cc2c(nc1N1C[C@H]3OC(=O)N(C4CCCC4)[C@H]3C1)CCC2,i
Cc1ccc(CC2(NC(=O)C(C)N3CCCC3=O)CC2)cc1 (stereo unspecified),i
Cc1cc2cc(C(=O)NCCc3csc(-c4ncccn4)n3)ccc2o1,i
CCCc1cc(Sc2ccc(NC(=O)Nc3cccc(Cl)c3)cc2)n2ncnc2n1,i
O=C1CCCN1C1CCCN(CCn2cncn2)C1 (stereo unspecified),i
Cc1[nH]cnc1-c1nccn1Cc1cccnc1,i
Cc1cc(Nc2ccc(OC(=O)C3CC3)cc2)n2nc(-c3cccnc3)nc2n1,i
COc1cc(CN2CCC(n3cc(CC(C)C)nn3)CC2)ccc1F,i
O=C(NCCc1ccco1)c1ccc(CN2C(=O)CCn3nccc32)cc1,i
Cc1ccc(C)c(NS(=O)(=O)c2cc(C(=O)N3CCCC3)cs2)c1,+
CNc1cc(C)nc(N2[C@@H]3CC[C@H]2CN(C)C(=O)C3)n1,i
NC(=O)c1cncc(N2CCc3onc(-c4cccc(F)c4)c3C2)n1,i
CCn1cnnc1CCNC(=O)c1ccc2[nH]c3c(c2c1)CCCC3,i
CCn1c(=O)n(Cc2cccc(F)c2)c(=O)c2cnc(-c3ccc(Cl)cc3)nc21,i
COc1cccc2c1OCC(CN(C)Cc1cnn(C)c1C)=C2,i
COc1ccc2cc(CN3CCN(Cc4ccncc4)CC3)c(=O)[nH]c2c1,i
Cc1cc2cc(C(=O)NCCSCc3nc[nH]c3C)ccc2o1,i
O=C(NCCS(=O)(=O)N1CCCC1)c1ccccc1C1CCNC1 (stereo unspecified),i
COc1ccc(-c2[nH]ncc2CNC(=O)Cc2cccnc2)cc1,i

Given with values ahead of the structure: 2 of the compounds above.
FECH block | Molecule
i | CNc1cc(C)nc(N2[C@@H]3CC[C@H]2CN(C)C(=O)C3)n1
i | NC(=O)c1cncc(N2CCc3onc(-c4cccc(F)c4)c3C2)n1

The list goes on:
compound,FECH block
COc1ccc(C(=O)N2C[C@@H](O)[C@H](NCCc3c[nH]c4ccccc34)C2)cc1,i
Cc1[nH]ncc1CNC(=O)CC1CCN(S(=O)(=O)c2ccccc2)CC1,i
CC(=O)Nc1c2n(c3ccccc13)CC(C)(C(=O)NCCC(C)C)N(Cc1cccc(Cl)c1)C2=O (stereo unspecified),i
CC(C)CN1CCC(NCC(C)Oc2cccnc2)CC1 (stereo unspecified),i
O=C1CCc2cc(S(=O)(=O)N3CCN(S(=O)(=O)c4cccc(F)c4)CC3)cc3c2N1CC3,i
Cc1nn(C)c(C)c1NC(=O)c1cccc(CN(C)C(C)c2ccco2)c1 (stereo unspecified),i
OCC#Cc1csc(CN2CCCC(c3nc4ccccc4o3)C2)c1 (stereo unspecified),i
O=C(O)c1cccnc1CN1CCC2(C=Cc3ccccc32)CC1,i
O=C(C1CCCO1)N1CCC(NCc2cccc(-n3cccn3)c2)CC1 (stereo unspecified),i
OCc1cccc(-c2ccc(-c3nc(-c4ccccc4F)no3)cn2)c1,i
C=C(C)COc1ccc(C(=O)NC(C)Cc2cnccn2)cc1 (stereo unspecified),+
CCNC(=O)Cc1ccc(-c2cnc3ccccc3c2)cc1,i
CC(C)c1nc(CN2CCc3onc(-c4cccc(F)c4)c3C2)no1,i
CC(=O)Nc1c2n(c3ccccc13)CC(C)(C(=O)NC1CCCCC1)N(Cc1ccccc1C)C2=O (stereo unspecified),i
Cc1cnc(CNC(=O)c2cn(CC3CCCNC3)nn2)cn1 (stereo unspecified),i
CCOc1ccc(S(N)(=O)=O)cc1-c1nc(CC)no1,i
COCc1nc2cccnc2n1C1CCN(S(=O)(=O)c2cc(Cl)ccc2OC)CC1,i
Cc1cccc(-n2ccc(-c3cnccn3)n2)c1,i
CCCCN(CC#Cc1ccccc1)C(=O)c1cccc(=O)[nH]1,i
NS(=O)(=O)c1ccc(S(=O)(=O)N2CCCC(C(=O)O)C2)cc1 (stereo unspecified),i

Later entries
compound,FECH block
O=C(CCc1ccco1)N1CC[C@@H](c2ccc3ccccc3c2)[C@H](O)C1,i
CN(C)C(=O)c1cc(-c2cnn(-c3ccccc3F)c2)nc2cc(F)ccc12,i
Cc1cccc(N(C)C(=O)C2CCCN(c3ncnc4c3nc3n4CCCCC3)C2)c1 (stereo unspecified),i
CC(C)N1CCCn2nc(C(=O)N(C)Cc3nnc(-c4ccccc4)o3)cc2C1,i
CC(C)(C)c1ccc(-c2nc3nc(CN4CCN(CCO)CC4)cc(=O)n3[nH]2)cc1,i
COc1ncccc1C1CC(=O)Nc2c1c(C)nn2C(C)C (stereo unspecified),i
CCCN(Cc1ccccc1OC)C(=O)c1c(C)cc(=O)oc1C,i
Cc1ccnn1CCc1nc(CC(C)C)nn1-c1ccccc1,i
